M4 ag: CHRM4 agonism in calcium assay; P08173; CHO-K1 hM4/Gqi5, Fluo-8 calcium fluorescence; vehicle 0%, full acetylcholine response 100%; activation, % at 3 µM; 0.14% of 360,000 active; AID 624127;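 active means activation above the run mean over all test wells plus 3 SD, cut at about 32% in these data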;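 further: peak over basal fluorescence ratio per well then scaled between controls; 0% = DMSO wells and 100% = acetylcholine at EC100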
Target sequence (P08173 whole entry, looked up): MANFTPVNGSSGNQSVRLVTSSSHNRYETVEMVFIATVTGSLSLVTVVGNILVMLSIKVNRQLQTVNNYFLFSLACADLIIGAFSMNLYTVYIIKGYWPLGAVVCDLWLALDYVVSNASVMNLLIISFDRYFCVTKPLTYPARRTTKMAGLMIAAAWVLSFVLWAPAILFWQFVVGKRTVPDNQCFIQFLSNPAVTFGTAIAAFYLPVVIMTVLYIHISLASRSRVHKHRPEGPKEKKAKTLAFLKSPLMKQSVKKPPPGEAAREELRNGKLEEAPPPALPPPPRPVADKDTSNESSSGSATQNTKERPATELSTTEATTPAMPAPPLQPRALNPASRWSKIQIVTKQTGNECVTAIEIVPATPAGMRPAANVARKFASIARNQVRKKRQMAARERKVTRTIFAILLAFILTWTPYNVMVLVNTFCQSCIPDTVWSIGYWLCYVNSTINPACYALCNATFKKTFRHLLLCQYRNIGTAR
M5 ag: agonists of human muscarinic M5 receptor (CHRM5). CHO-K1 hM5 cells, Fluo-8 calcium fluorescence; 0% DMSO wells, 100% maximal acetylcholine response. activation, % at 3 µM. 0.19% of 360,000 active. AID 624037;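 active means activation above the run's mean over test compounds plus 3 SD, cut at about 23% in these data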;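 further: signal is peak over basal fluorescence ratio across the kinetic read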
Target sequence (P08912 whole entry, looked up): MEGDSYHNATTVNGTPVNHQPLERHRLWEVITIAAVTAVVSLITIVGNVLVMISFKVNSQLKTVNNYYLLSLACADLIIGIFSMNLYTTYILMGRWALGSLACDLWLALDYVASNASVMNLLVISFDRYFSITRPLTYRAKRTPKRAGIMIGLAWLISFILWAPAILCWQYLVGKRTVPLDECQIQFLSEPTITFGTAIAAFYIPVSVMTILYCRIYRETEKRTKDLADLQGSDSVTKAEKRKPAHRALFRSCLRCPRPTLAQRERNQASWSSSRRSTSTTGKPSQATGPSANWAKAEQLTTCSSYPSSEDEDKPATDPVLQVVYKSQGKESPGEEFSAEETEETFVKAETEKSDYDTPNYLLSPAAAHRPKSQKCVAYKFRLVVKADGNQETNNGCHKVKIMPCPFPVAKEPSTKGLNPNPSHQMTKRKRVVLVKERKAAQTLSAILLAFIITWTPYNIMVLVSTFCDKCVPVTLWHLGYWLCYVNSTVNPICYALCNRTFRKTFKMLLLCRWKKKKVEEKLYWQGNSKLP
CHRM1 antagonist: antagonists of human M1 muscarinic receptor | P11229 | CHO-K1 hM1, Fluo-8 calcium fluorescence, ACh EC80 antagonist | inhibition, % at 3 µM | 1.3% of 360,000 active;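 active means percent inhibition above its own plate's cutoff, namely the mean of that plate's compound wells plus 3 SD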;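 further: peak over basal fluorescence ratio during 140 s after agonist addition; 0% = ACh EC80 plus DMSO and 100% = DMSO alone without agonist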
CRFR2-BP ag: CRF-BP/CRF-R2 complex agonism. HEK293 CRF-R2/CRF-BP, calcium dye fluorescence (FLIPR); percent of saturating CRF peptide response. activation, % at 13.2 µM. 0.46% of 350,000 active;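 active means activation of at least 50%, plus an integration ratio under a set limit after plate pattern correction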;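 further: plate controls were neutral control wells without compound for no effect and CRF at EC100 for full effect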
CHRM5 PAM: CHRM5 positive allosteric modulation; AID 624038; 0.3% of 360,000 active; P08912; activation, % at 3 µM; CHO-K1 hM5, Fluo-8 calcium, ACh EC20 PAM; 0% = ACh EC20, 100% = ACh EC100;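 active means activation above the run cutoff, the mean activation of all test compounds plus 3 SD, cut at about 18% in these data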
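Assay system – human M5 receptor in CHO-K1 cells · Read-out – % activation, ACh-normalized · Technique – Fluo-8 calcium fluorescence · Dosing – single-point, 3 µM nominal · Incubation – Fluo-8 loading 80 min at 37 °C plus 30 min room temperature · Repeats – singlicate, one well per test compound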
M4 antag: blocks acetylcholine activation of human M4 receptor; CHO-hM4 cells, ACh EC80, Fluo-8 calcium fluorescence; P08173; 0.73% of 360,000 active; inhibition, % at 3 µM;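 active means inhibition above its plate's cutoff, the mean inhibition of sample wells plus 3 SD, cut at about 27% in these data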;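 further: 0% = acetylcholine EC80 with DMSO and 100% = DMSO without agonist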
CHRM1 PAM: positive allosteric modulators of human M1 muscarinic receptor; P11229; CHO-K1 hM1, Fluo-8 calcium fluorescence, ACh EC20; 0% = ACh EC20, 100% = maximal ACh; activation, % at 3 µM; 0.088% of 360,000 active; in the data active means activation above about 19%, passing the limit was not always enough
CHRM4 PAM: positive allosteric modulators of human muscarinic M4 receptor. P08173. CHO-K1 hM4/Gqi5, Fluo-8 calcium fluorescence, ACh EC20; 0% = ACh EC20, 100% = maximal ACh. activation, % at 3 µM. 0.4% of 360,000 active. AID 624126;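 active means activation above its plate's cutoff, the mean activation of sample wells plus 3 SD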; further: some results filed as inactive read as strong as hits
M5 antag: CHRM5 antagonism in calcium assay; 0.59% of 360,000 active; inhibition, % at 3 µM; AID 624040; CHO-hM5 cells, Fluo-8 calcium fluorescence, ACh EC80; P08912;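 active means inhibition above a per-plate cutoff, the mean of that plate's test compounds plus 3 SD, cut at about 27% in these data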;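 further: 0% = acetylcholine EC80 with DMSO and 100% = DMSO without agonist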
* hit, by the source's call. The order is random; about 2.8% have a hit in one of these screens.

`COc1ccc(OC)c(C2=NS(=O)(=O)N(C)C(C(=O)Nc3ccc(F)cc3F)=C2)c1` gave M4 ag 7, M5 ag -7, CHRM1 antagonist 4, CRFR2-BP ag -1.3, CHRM5 PAM -2, M4 antag 5, CHRM1 PAM -3, CHRM4 PAM -17 and M5 antag 7.
N#CCC(=O)N/N=C\c1cc(Br)ccc1OC/C=C/c1ccccc1 was read as M4 ag 1, M5 ag -3, CHRM1 antagonist -7, CRFR2-BP ag 3.4, CHRM5 PAM -4, M4 antag -5, CHRM1 PAM 5, CHRM4 PAM 0 and M5 antag 11.
`CC(C)CC(=O)N1CCN(C(=O)c2ccc(F)cc2)CC1` gave M4 ag 1, M5 ag 2, CHRM1 antagonist -12, CRFR2-BP ag -2.1, CHRM5 PAM -2, M4 antag 2, CHRM1 PAM 4, CHRM4 PAM 2 and M5 antag -6.
For COc1c(OC(C)=O)c(=O)n2c3ccccc3c3ccnc1c32 the results were M4 ag 0, M5 ag 1, CHRM1 antagonist 1, CRFR2-BP ag -1.0, CHRM5 PAM -4, M4 antag 11, CHRM1 PAM -5, CHRM4 PAM -5 and M5 antag 4.
For Cc1ccc(N=Nc2c(N)[nH]n3c(=O)cc(-c4ccccc4)nc23)cc1 the results were M4 ag 0, M5 ag -1, CHRM1 antagonist -5, CRFR2-BP ag 0.0, CHRM5 PAM 1, M4 antag 1, CHRM1 PAM 3, CHRM4 PAM 8 and M5 antag 8.
For CCCSc1nc(N)c(C#N)c(-c2ccc(C)cc2)c1C#N the results were M4 ag -1, M5 ag -4, CHRM1 antagonist -19, CRFR2-BP ag 7.8, CHRM5 PAM -1, M4 antag 3, CHRM1 PAM 4, CHRM4 PAM 3 and M5 antag 0.
COc1ccc(C)cc1NC(=O)C(CCS(C)(=O)=O)NC(C)=O (stereo not given) was read as M4 ag 1, M5 ag 1, CHRM1 antagonist -26, CRFR2-BP ag 4.0, CHRM5 PAM -2, M4 antag -13, CHRM1 PAM 11, CHRM4 PAM 6 and M5 antag -2.
`Cc1nnc(SCC(=O)Nc2c(Cl)cccc2Cl)n(N)c1=O` gave M4 ag 0, M5 ag 3, CHRM1 antagonist -1, CRFR2-BP ag 14, CHRM5 PAM -2, M4 antag -6, CHRM1 PAM 11, CHRM4 PAM 8 and M5 antag 9.
For Cc1cc(C)n2nc(Nc3ccccc3)cc2n1 the results were M4 ag 0, M5 ag 1, CHRM1 antagonist 6, CRFR2-BP ag -1.0, CHRM5 PAM -2, M4 antag 12, CHRM1 PAM 0, CHRM4 PAM 11 and M5 antag -6.
`CCOc1ccc(S(=O)(=O)N(C)c2ccc(OCC(=O)OCc3c(C)noc3C)cc2)cc1` gave M4 ag 3, M5 ag -9, CHRM1 antagonist 4, CRFR2-BP ag -0.9, CHRM5 PAM -6, M4 antag -3, CHRM1 PAM 1, CHRM4 PAM -3 and M5 antag 11.
`COc1ccc(Br)cc1CN(C)CC(=O)NCc1ccc(F)cc1` gave M4 ag 1, M5 ag -5, CHRM1 antagonist -8, CRFR2-BP ag -3.6, CHRM5 PAM -1, M4 antag -7, CHRM1 PAM 3, CHRM4 PAM -4 and M5 antag 9.
O=C(OCc1cccc([N+](=O)[O-])c1)c1ccc[nH]c1=O was read as M4 ag -1, M5 ag -4, CHRM1 antagonist -4, CRFR2-BP ag -0.2, CHRM5 PAM 4, M4 antag 16, CHRM1 PAM 8, CHRM4 PAM -7 and M5 antag 14.
Screening CCOC(=O)c1nn(-c2ccccc2)c(=O)cc1SC(C)CC (stereo not given) returned M4 ag -3, M5 ag -2, CHRM1 antagonist 8, CRFR2-BP ag 0.1, CHRM5 PAM 3, M4 antag -7, CHRM1 PAM -3, CHRM4 PAM 7 and M5 antag -1.
Screening Cc1ccc(-n2c(=O)cc(N3CC(C)CC(C)C3)[nH]c2=O)cc1 (stereo not given) returned M4 ag 1, M5 ag 0, CHRM1 antagonist -2, CRFR2-BP ag -1.7, CHRM5 PAM -3, M4 antag 7, CHRM1 PAM 1, CHRM4 PAM 6 and M5 antag -6.
For CCCN1C(=O)/C(=C/c2ccc(C)o2)SC1=Nc1ccc(OCC)cc1 the results were M4 ag 0, M5 ag 0, CHRM1 antagonist 1, CRFR2-BP ag 0.9, CHRM5 PAM 10, M4 antag -4, CHRM1 PAM 0, CHRM4 PAM 0 and M5 antag 1.
For Cc1nc(SCC(=O)NCc2ccccc2)c2c(=O)n(C)c(=O)n(C)c2n1 the results were M4 ag 1, M5 ag 0, CHRM1 antagonist -1, CRFR2-BP ag -3.0, CHRM5 PAM -4, M4 antag 1, CHRM1 PAM -1, CHRM4 PAM -2 and M5 antag 0.
For Fc1cccc(NC(=S)Nc2ccc(Br)cc2)c1 the results were M4 ag 8, M5 ag 7, CHRM1 antagonist 6, CRFR2-BP ag 4.2, CHRM5 PAM -6, M4 antag -8, CHRM1 PAM -1, CHRM4 PAM -6 and M5 antag 6.
Cc1ccc(-c2cn(S(=O)(=O)c3ccc(C)cc3)nc2N)cc1 was read as M4 ag -3, M5 ag -7, CHRM1 antagonist -7, CRFR2-BP ag 0.0, CHRM5 PAM -4, M4 antag 3, CHRM1 PAM 1, CHRM4 PAM -5 and M5 antag 2.
For COc1ccc(C(=O)N2CCC(C(=O)N3CCN(Cc4ccccc4)CC3)CC2)cc1 the results were M4 ag 0, M5 ag -1, CHRM1 antagonist -13, CRFR2-BP ag 0.2, CHRM5 PAM -9, M4 antag 4, CHRM1 PAM 10, CHRM4 PAM 0 and M5 antag 18.
`O=C(CSc1nnc2ccccn12)NC(=O)c1ccccc1Cl` gave M4 ag 1, M5 ag 1, CHRM1 antagonist -3, CRFR2-BP ag 3.1, CHRM5 PAM 1, M4 antag -24, CHRM1 PAM 3, CHRM4 PAM 15 and M5 antag -4.
Screening O=C(CCSCc1ccccc1)Nc1ccc2c(c1)OCCO2 returned M4 ag 8, M5 ag 1, CHRM1 antagonist -5, CRFR2-BP ag -1.2, CHRM5 PAM 6, M4 antag -3, CHRM1 PAM 3, CHRM4 PAM -1 and M5 antag -1.
Screening CC1CCN(C(=O)COC(=O)Cn2cnc3c2c(=O)n(C)c(=O)n3C)CC1 returned M4 ag 1, M5 ag 1, CHRM1 antagonist -6, CRFR2-BP ag 3.3, CHRM5 PAM -2, M4 antag 2, CHRM1 PAM 7, CHRM4 PAM 5 and M5 antag 6.
`Nc1c(S(=O)(=O)c2ccccc2)csc1C(=O)O` gave M4 ag 0, M5 ag -4, CHRM1 antagonist -7, CRFR2-BP ag 1.1, CHRM5 PAM -6, M4 antag -1, CHRM1 PAM 6, CHRM4 PAM -2 and M5 antag 3.
CC1(C)Cc2c(C#N)c(SCC(=O)c3ccccc3)nc(N3CCOCC3)c2CS1 was read as M4 ag 3, M5 ag -4, CHRM1 antagonist 7, CRFR2-BP ag 2.2, CHRM5 PAM -3, M4 antag 15, CHRM1 PAM -1, CHRM4 PAM -12 and M5 antag -3.
CN(C)C(=O)COn1c(SCC(=O)N(C)C)nc2ccccc2c1=O was read as M4 ag -1, M5 ag -2, CHRM1 antagonist 4, CRFR2-BP ag 0.9, CHRM5 PAM -3, M4 antag -4, CHRM1 PAM -1, CHRM4 PAM 5 and M5 antag 0.
Screening CCCOc1ccc(C(=O)OCC(=O)c2c(N)n(C)c(=O)n(C)c2=O)cc1OCC returned M4 ag 1, M5 ag -2, CHRM1 antagonist 1, CRFR2-BP ag 0.9, CHRM5 PAM 1, M4 antag -3, CHRM1 PAM 18, CHRM4 PAM 11 and M5 antag 0.
O=C(CN1C(=O)c2ccccc2C1=O)NCC(=O)OCC(=O)c1ccc(Cl)cc1 was read as M4 ag 3, M5 ag 3, CHRM1 antagonist -9, CRFR2-BP ag 7.3, CHRM5 PAM -6, M4 antag -1, CHRM1 PAM 8, CHRM4 PAM -4 and M5 antag -5.
CC(C)=C1C2C=CC1C(C(=O)Nc1cc(C)ccc1C)C2C(=O)O (stereo not given) was read as M4 ag 0, M5 ag -6, CHRM1 antagonist -8, CRFR2-BP ag -0.2, CHRM5 PAM 5, M4 antag 3, CHRM1 PAM 7, CHRM4 PAM 14 and M5 antag -14.
`CCCCNc1c(NC(C)=O)c(=O)oc2ccccc12` gave M4 ag 1, M5 ag -1, CHRM1 antagonist -8, CRFR2-BP ag 1.9, CHRM5 PAM -5, M4 antag 5, CHRM1 PAM 7, CHRM4 PAM -7 and M5 antag 1.
CCOC(=O)C1(CC2CCCCO2)CCN(Cc2nccn2-c2cccc(C)c2)CC1 (stereo not given) was read as M4 ag 2, M5 ag -1, CHRM1 antagonist -8, CRFR2-BP ag 0.3, CHRM5 PAM -1, M4 antag 3, CHRM1 PAM 5, CHRM4 PAM -5 and M5 antag -3.

3 records picked at random from those above:
Cc1ccc(-c2cn(S(=O)(=O)c3ccc(C)cc3)nc2N)cc1 was read as M4 ag -3, M5 ag -7, CHRM1 antagonist -7, CRFR2-BP ag 0.0, CHRM5 PAM -4, M4 antag 3, CHRM1 PAM 1, CHRM4 PAM -5 and M5 antag 2.
CC(C)=C1C2C=CC1C(C(=O)Nc1cc(C)ccc1C)C2C(=O)O (stereo not given) was read as M4 ag 0, M5 ag -6, CHRM1 antagonist -8, CRFR2-BP ag -0.2, CHRM5 PAM 5, M4 antag 3, CHRM1 PAM 7, CHRM4 PAM 14 and M5 antag -14.
Screening O=C(CCSCc1ccccc1)Nc1ccc2c(c1)OCCO2 returned M4 ag 8, M5 ag 1, CHRM1 antagonist -5, CRFR2-BP ag -1.2, CHRM5 PAM 6, M4 antag -3, CHRM1 PAM 3, CHRM4 PAM -1 and M5 antag -1.

Following part.
`CC1=NN(c2cc(Cl)c(S(=O)(=O)O)cc2Cl)C(=O)C1` gave M4 ag 0, M5 ag 3, CHRM1 antagonist -12, CRFR2-BP ag 2.2, CHRM5 PAM 8, M4 antag -8, CHRM1 PAM 2, CHRM4 PAM 2 and M5 antag -4.
`CC(=O)c1sc(Nc2nc3cc4c(cc3s2)OCO4)nc1C` gave M4 ag 0, M5 ag 0, CHRM1 antagonist 10, CRFR2-BP ag -3.4, CHRM5 PAM 4, M4 antag -1, CHRM1 PAM -6, CHRM4 PAM 2 and M5 antag 4.
`COc1ccc(-c2coc3cc(OC4OC(CO)C(O)C(O)C4O)ccc3c2=O)cc1` (stereo not given) gave M4 ag 1, M5 ag -1, CHRM1 antagonist -7, CRFR2-BP ag 2.5, CHRM5 PAM -1, M4 antag 6, CHRM1 PAM 7, CHRM4 PAM 1 and M5 antag 13.
Screening COC(=O)C(Nc1ccccc1Cl)(c1cc(C)c(O)c(C)c1)C(F)(F)F (stereo not given) returned M4 ag -1, M5 ag -7, CHRM1 antagonist 5, CRFR2-BP ag 0.4, CHRM5 PAM -16, M4 antag -8, CHRM1 PAM -3, CHRM4 PAM -14 and M5 antag 6.
Screening CCN(C(=O)CN1CCc2ccccc21)c1c(N)n(Cc2ccccc2)c(=O)[nH]c1=O returned M4 ag 1, M5 ag -2, CHRM1 antagonist -3, CRFR2-BP ag -0.9, CHRM5 PAM 2, M4 antag 9, CHRM1 PAM 5, CHRM4 PAM -6 and M5 antag 8.
COc1ccc(NS(=O)(=O)c2ccc(-c3n[nH]c(=S)n3Cc3ccccc3)cc2)cc1 was read as M4 ag 3, M5 ag 3, CHRM1 antagonist -2, CRFR2-BP ag 0.2, CHRM5 PAM 10, M4 antag -3, CHRM1 PAM 4, CHRM4 PAM 0 and M5 antag 4.

High-throughput results from PubChem.
